PhoP GFP inhibition = Inhibition of PhoP regulon, Salmonella typhi GFP reporter cells, confirmation, 4 h (AID 1850); Salmonella Typhi PhoP-promoter GFP reporter, fluorescence, 4 h; higher % means a stronger effect; inhibition, % at 50 µM, or IC50 in µM where a hit was titrated; hit rate 0.33% among 310,000; in the data active = a potency from the dose series; inconclusive = inhibition mostly from about 25% at the one dose, without a potency; inactive = the rest, 99 in 100 with inhibition below about 19%;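 also: 0% = induced wells with vehicle and 100% = uninduced wells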
M. tuberculosis = growth inhibition of non-replicating M. tuberculosis (AID 488890) | hit rate 0.39% among 320,000 | Mycobacterium tuberculosis non-replicating, growth inhibition; higher % means a stronger effect | inhibition, % at 25 µM; hits with a dose series show IC50 in µM; in the data active = a potency from the dose series; inconclusive = inhibition mostly from about 82% at the one dose, without a potency; inactive = the rest, 99 in 100 with inhibition below about 76%;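 also: plate controls were DMSO cells for no effect and high antibiotic wells for full effect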
M. tuberculosis HTS = M. tuberculosis growth inhibition, HTS (AID 449762); M. tuberculosis H37Rv growth inhibition, 7H9 media; higher % means a stronger effect; inhibition, % at 25 µM; hits with a dose series show IC50 in µM; hit rate 0.59% among 330,000; in the data active = a potency from the dose series; inconclusive = inhibition above about 70% without an active follow-up result;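 also: bacterial growth assessed after seven days of incubation; strong numbers were not always called active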
H1N1 NS1A inhibition = H1N1 influenza NS1A inhibitors, functional cell based assay (AID 504329); hit rate 0.3% among 340,000; inhibition, % at 12.5 µM, or IC50 in µM where a hit was titrated; NS1A functional cell-based assay, percent inhibition; higher % means a stronger effect; in the data active = a potency from the dose series; inconclusive = inhibition above about 27% without an active follow-up result; also: strong numbers were not always called active
VEEV TC-83 Vero = inhibitors of VEEV TC-83 cytopathic effect, confirmation, Vero cells (AID 588727); Vero cells, VEEV TC-83 cytopathic effect inhibition; higher % means a stronger effect; hit rate 0.13% among 350,000; one-dose inhibition, % at 20 µM; IC50 in µM for titrated hits; in the data active = a potency from the dose series; inconclusive = inhibition mostly from about 14% at the one dose, without a potency; inactive = the rest, 99 in 100 with inhibition below about 12%; also: strong numbers were not always called active
VEEV TC-83 Vero 10K pilot screen = further read-out of VEEV TC-83 Vero, marked with its call; inhibition, %; measured here: 10K pilot screen inhibition
Active calls of the source: *; i = inactive; ? = inconclusive; . = no result given.

Start of the data: the first 15 entries, ahead of the listing:
SMILES	PhoP GFP inhibition	M. tuberculosis	M. tuberculosis HTS	H1N1 NS1A inhibition	VEEV TC-83 Vero	others
Cc1ccc2nc(-c3ccc(NS(C)(=O)=O)cc3)cc(-c3ccccc3)c2c1	-11%	0%	0%	27%	1.9%
CC1C(=O)C(C)C(c2ccc(Cl)cc2)NC1c1ccc(Cl)cc1 (stereo unspecified)	-2%	16%	70%	.	1.9%
COc1ccc(-c2noc(CN(C(=O)C(C)(C)C)C(C)C)n2)cc1	-6%	43%	8%	-2%	2.1%
CCOC(=O)Cc1sc(N)nc1C	-3%	-17%	4%	3%	0.6%
CC(C)[C@H](NC(=O)CCn1nnc2ccccc2c1=O)C(=O)O	-13%	5%	1%	4%	2.2%
O=C(CN1CC(c2ccccc2)CC1=O)N/N=C/c1cc(Br)ccc1O (stereo unspecified)	66µM*	35%	-1%	5%	12%
Cc1cc(C(=O)Cn2nc(C(=O)O)c3ccccc3c2=O)c(C)n1CC(F)(F)F	-16%	-2%	1%	-4%	0.6%
CCC(CC)C(=O)c1c[nH]c(C(=O)NCCCn2ccnc2)c1	-2%	0%	-1%	7%	0.7%
CCN(CC)C(=O)[C@H]1C[C@H](CC(=O)NCc2ccco2)C(=O)N2CCc3c([nH]c4cc(CCC(=O)N(C)C)ccc34)[C@]12C	.	.	.	-20%	i
COc1ccccc1NS(=O)(=O)c1ccc(C)c(C(=O)NCC2(N(C)C)CCCCC2)c1	.	-3%	-19%	-5%	i
Cc1ccsc1C1C=C(c2cccc(Br)c2)Nc2ncnn21 (stereo unspecified)	-20%	23%	61%	-8%	9.5%
CC1=CC(C)(C)N(C(=O)CSc2nnc(-c3ccccc3)o2)c2ccc(C)cc21	8%	9%	8%	-2%	i
Cc1cc(C)c(C#N)c(Oc2ccc(O)cc2)n1	-1%	.	0%	7%	0.7%
CCc1nc(SCC(=O)c2cccc([N+](=O)[O-])c2)n[nH]1	-3%	2%	-4%	-2%	1.3%
COc1cc(NC(=O)c2c(-c3ccccc3Cl)noc2C)c2ncccc2c1	-3%	-7%	-7%	1%	5.5%

The listing, from the start:
SMILES	PhoP GFP inhibition	M. tuberculosis	M. tuberculosis HTS	H1N1 NS1A inhibition	VEEV TC-83 Vero	others
Cc1ccc2nc(-c3ccc(NS(C)(=O)=O)cc3)cc(-c3ccccc3)c2c1	-11%	0%	0%	27%	1.9%
CC1C(=O)C(C)C(c2ccc(Cl)cc2)NC1c1ccc(Cl)cc1 (stereo unspecified)	-2%	16%	70%	.	1.9%
COc1ccc(-c2noc(CN(C(=O)C(C)(C)C)C(C)C)n2)cc1	-6%	43%	8%	-2%	2.1%
CCOC(=O)Cc1sc(N)nc1C	-3%	-17%	4%	3%	0.6%
CC(C)[C@H](NC(=O)CCn1nnc2ccccc2c1=O)C(=O)O	-13%	5%	1%	4%	2.2%
O=C(CN1CC(c2ccccc2)CC1=O)N/N=C/c1cc(Br)ccc1O (stereo unspecified)	66µM*	35%	-1%	5%	12%
Cc1cc(C(=O)Cn2nc(C(=O)O)c3ccccc3c2=O)c(C)n1CC(F)(F)F	-16%	-2%	1%	-4%	0.6%
CCC(CC)C(=O)c1c[nH]c(C(=O)NCCCn2ccnc2)c1	-2%	0%	-1%	7%	0.7%
CCN(CC)C(=O)[C@H]1C[C@H](CC(=O)NCc2ccco2)C(=O)N2CCc3c([nH]c4cc(CCC(=O)N(C)C)ccc34)[C@]12C	.	.	.	-20%	i
COc1ccccc1NS(=O)(=O)c1ccc(C)c(C(=O)NCC2(N(C)C)CCCCC2)c1	.	-3%	-19%	-5%	i
Cc1ccsc1C1C=C(c2cccc(Br)c2)Nc2ncnn21 (stereo unspecified)	-20%	23%	61%	-8%	9.5%
CC1=CC(C)(C)N(C(=O)CSc2nnc(-c3ccccc3)o2)c2ccc(C)cc21	8%	9%	8%	-2%	i
Cc1cc(C)c(C#N)c(Oc2ccc(O)cc2)n1	-1%	.	0%	7%	0.7%
CCc1nc(SCC(=O)c2cccc([N+](=O)[O-])c2)n[nH]1	-3%	2%	-4%	-2%	1.3%
COc1cc(NC(=O)c2c(-c3ccccc3Cl)noc2C)c2ncccc2c1	-3%	-7%	-7%	1%	5.5%
COc1cc(/C=N/NC(=O)Cc2ccccc2)cc(OC)c1OC	-9%	-10%	3%	-2%	0.6%
CCn1c(C)nc2cc(C(=O)N=Nc3c(O)[nH]c4ccccc34)ccc21	10%	6%	6%	.	.
CCCCn1c(N)c(N(Cc2ccccc2OC)C(=O)COc2ccc(C)cc2)c(=O)[nH]c1=O	2%	17%	1%	-11%	4.6%
COc1cc2nc(C3CCC3)n(NC(=O)C3CCC3)c(=O)c2cc1OC	-4%	3%	3%	0%	2.6%
CCOC(=O)CNC(=S)N(Cc1cccs1)C1CCCC1	-2%	-8%	8%	-2%	0.4%
O=C(CN1c2cccc3cccc(c23)S1(=O)=O)NCCc1ccc(F)cc1	.	5%	-2%	0%	1.2%
Cc1ccc(Cn2cnc3c(cnn3C(C)(C)C)c2=O)cc1	8%	24%	0%	-12%	7.1%
CCOc1ccc(CCNC(=O)C2CCN(S(=O)(=O)N3CCCCC3)CC2)cc1OCC	0%	-16%	4%	4%	0.3%
O=c1cc(CN2CC(O)Cc3ccc4ccccc4c32)nc2sccn12 (stereo unspecified)	-12%	15%	8%	-4%	7.4%
CCC(=O)c1c[nH]c(C(=O)NCc2cccc(C(F)(F)F)c2)c1	-8%	-14%	4%	22%	0.4%
COc1ccc(C2CC(c3cccs3)=NN2C(=O)CCl)cc1OC (stereo unspecified)	9%	?	?	-3%	>25µM*
COC(=O)CCC[C@H]1CC2(C[C@H](CCCO[Si](C)(C)C(C)(C)C)N1C(=O)OC(C)(C)C)OCCO2	.	10%	10%	6%	i
Cc1cc(C(=O)O)ccc1[N+](=O)[O-]	.	5%	-1%	5%	0.1%
O=C(/C=C/c1ccc(Cl)cc1Cl)N1CCc2ccccc21	-9%	6%	.	7%	1.1%
O=C1[C@H](Cc2ccccc2)NCCCC[C@@H](c2ccc(Cl)cc2)N1Cc1ccc(Cl)cc1	.	.	.	8%	i
CCOc1ccc(NC(=O)CN(C)S(=O)(=O)c2cccs2)cc1	29%	6%	4%	-6%	1.1%
CCOC(=O)N1CCOCCOCCN(C(=O)OCC)CCOCC1	4%	0%	-9%	-3%	i
O=c1c2c(nc3c(-c4cccc(Br)c4)c[nH]n13)CCCC2	-10%	.	?	-12%	i	VEEV TC-83 Vero 10K pilot screen=3.3
Cc1c(C(=O)NC(=S)Nc2ccccc2N2CCCC2)cccc1[N+](=O)[O-]	-3%	57%	32%	3%	7.8%
CC1(C)Cc2cccc(OCC(=O)Nc3ccc(S(N)(=O)=O)cc3)c2O1	-1%	-8%	-4%	-6%	10%
O=C(NCc1ccccc1)C(c1cccs1)N(Cc1cccs1)C(=O)c1cnccn1 (stereo unspecified)	-9%	18%	-10%	-3%	i
CCOCCCN1CN(S(=O)(=O)c2ccc(Cl)cc2)c2nc3ccccc3nc21	4%	24%	0%	-72%	1.1%
CN1C(=O)C(=Cc2ccc(Sc3ccccc3)o2)C(=O)N(C)C1=O	-11%	?	46%	-2%	0.8%
Cc1cc(C)cc(OCC(=O)NNC(=O)c2cc3ccccc3oc2=O)c1	.	.	.	-2%	5.0%
COc1ccc(NC(=O)c2ccc(NC(=O)C3COc4ccccc4O3)cc2)c(OC)c1 (stereo unspecified)	.	.	.	-26%	0.9%
O=C(c1cnccn1)N(Cc1cccs1)C1(C(=O)NC2CCCCC2)CCCCC1	-10%	16%	-2%	2%	0.3%
CCNc1nc(NC(C)C)nc(N(C#N)C(C)C(=O)N(CC)CC)n1 (stereo unspecified)	14%	31%	4%	.	4.0%
Cc1cc(C=C2C(=O)N(C)C(=S)N(C)C2=O)c(C)n1C1CCCCC1	-11%	?	-5%	6%	1.4%
Nn1c(SCC(=O)Nc2ccccc2C(F)(F)F)nncc1=O	-4%	-6%	-2%	-2%	3.2%
CCCN(Cc1cc2cc(C)ccc2[nH]c1=O)C(=O)c1cccc(OC)c1	-4%	27%	-10%	0%	11%
CCC(CO)Oc1cc(NCc2ccc(F)cc2)c2ncn(C(C)C)c2c1 (stereo unspecified)	.	26%	12%	-19%	9.4%
O=C(Nc1cc2c3c(c1)CC(=O)N3CCC2)c1ccco1	4%	2%	-8%	-5%	2.5%
C=C(CCO)C1=CCN(S(=O)C(C)(C)C)[C@H]1CCO (stereo partly specified)	.	.	.	14%	0.8%

Among those listed so far, 2 have a cyano group:
SMILES	PhoP GFP inhibition	M. tuberculosis	M. tuberculosis HTS	H1N1 NS1A inhibition	VEEV TC-83 Vero	others
Cc1cc(C)c(C#N)c(Oc2ccc(O)cc2)n1	-1%	.	0%	7%	0.7%
CCNc1nc(NC(C)C)nc(N(C#N)C(C)C(=O)N(CC)CC)n1 (stereo unspecified)	14%	31%	4%	.	4.0%

Next entries:
SMILES	PhoP GFP inhibition	M. tuberculosis	M. tuberculosis HTS	H1N1 NS1A inhibition	VEEV TC-83 Vero	others
CC(=O)Nc1ccc(NC(=O)C(C)Sc2nc3ccccc3c(=O)n2CC2CCCO2)cc1 (stereo unspecified)	2%	-15%	-2%	-13%	9.7%
CCCCCn1c(CCNC(=O)c2cccs2)nc2ccccc21	2%	29%	1%	-3%	i
O=C(CN1C(=O)S/C(=C\c2ccc(Cl)cc2)C1=O)NC1C=CS(=O)(=O)C1 (stereo unspecified)	13%	2%	3%	7%	7.4%
O=C1OCCC1Sc1nnc(-c2ccccc2)o1 (stereo unspecified)	5%	-6%	-4%	9%	0.6%
CCN(CC)Cc1cc(C(C)=O)ccc1O	-1%	8%	-4%	-18%	1.6%
CC(=O)N1c2ccc(S(=O)(=O)NCCc3ccc(S(N)(=O)=O)cc3)cc2CC1C (stereo unspecified)	-8%	-3%	0%	-3%	3.1%
COc1cc(/C=N/N=C2/SCC(=O)N2c2ccc(O)cc2)ccc1O	11%	-4%	-1%	-2%	2.9%
CCCNC(=O)NC(=O)c1cnccc1C(F)(F)F	-1%	-4%	-7%	0%	i
O=C(c1cc(-c2ccco2)nc2ccccc12)N(Cc1nnc(-c2ccc(Cl)cc2)o1)C1CC1	-2%	49%	31%	8%	8.4%
CCOC(=O)C1CCCN(Cc2nc(CC3CC3)no2)C1 (stereo unspecified)	6%	17%	-3%	18%	i
COc1ccc(Cc2nnc(-c3ccccc3)o2)cc1	1%	0.19µM*	1%	0%	0.7%
COC(=O)c1c(NC(=S)NN2CCN(C)CC2)sc2c1CCC(C)C2 (stereo unspecified)	11%	79%	23µM*	17%	3.3%
CCN1CCN(Cc2ccc(NC(=O)c3cc(NC(=O)N4CCNC4=O)cc(OC)c3)cc2C(F)(F)F)CC1	-12%	55%	?	10%	?
O=C(Nc1cc(C(F)(F)F)ccc1N1CCOCC1)c1ccc(F)cc1	-13%	12%	6%	-11%	0.4%
COc1cccc(S(=O)(=O)NCc2ccc(C(=O)N3CCN(Cc4ccccc4)CC3)cc2)c1	-4%	3%	7%	-2%	4.9%
COc1ccc(N2C(=O)CC(N3CCN(c4ccc(C(=O)c5cccnc5)cc4)CC3)C2=O)cc1 (stereo unspecified)	5%	19%	-5%	25%	1.7%

From PubChem
